Bioassay records: PubChem, National Center for Advancing Translational Sciences (NCATS)
ALDH1A1 block: blocks purified human ALDH1A1 activity | P00352 | Purified ALDH1A1, NADH fluorescence, propionaldehyde substrate | Potency, µM (doses to about 75.3 µM), for inactives: at the top dose activity, negative = inhibition, most hits filed as inhibitors | actives 7.3% (n = 220,000) | AID 1030; active = well fitted inhibition curve with a large enough effect, not every such curve was filed as active; inconclusive = small, poorly fitted or top-dose-only effect, or another doubt; inactive = no such curve, though single readings can be large or run the other way;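 note: plate controls were no enzyme wells and a reference inhibitor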
Target sequence (P00352 whole entry, looked up): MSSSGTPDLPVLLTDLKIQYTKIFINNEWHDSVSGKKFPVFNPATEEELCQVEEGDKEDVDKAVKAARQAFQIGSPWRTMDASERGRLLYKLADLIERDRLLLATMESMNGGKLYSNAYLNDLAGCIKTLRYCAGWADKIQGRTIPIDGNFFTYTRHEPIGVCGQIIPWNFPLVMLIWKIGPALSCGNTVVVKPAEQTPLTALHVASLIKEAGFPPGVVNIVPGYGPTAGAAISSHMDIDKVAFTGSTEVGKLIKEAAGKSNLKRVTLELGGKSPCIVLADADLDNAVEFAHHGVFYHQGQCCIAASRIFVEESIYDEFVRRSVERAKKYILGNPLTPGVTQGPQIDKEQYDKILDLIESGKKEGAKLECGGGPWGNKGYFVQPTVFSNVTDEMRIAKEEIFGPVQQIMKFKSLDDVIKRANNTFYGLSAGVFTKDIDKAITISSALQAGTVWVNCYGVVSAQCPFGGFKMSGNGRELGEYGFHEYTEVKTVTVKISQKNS
Tau fibril ThT: blocks human tau fibril formation measured by thioflavin T. P10636. recombinant tau K18 P301L, heparin-induced fibrillization, ThT fluorescence. Potency, µM (top dose mostly 57.4 µM), inactives show at the highest dose activity, negative = inhibition, usual class: inhibitors. actives 2.1% (n = 270,000). AID 1460; note: % is set by controls: 0 for no effect and ±100 for the full control effect; nearly all actives have a fitted effect of over 55% in size
Target sequence (P10636 561-689 P618L limits assumed): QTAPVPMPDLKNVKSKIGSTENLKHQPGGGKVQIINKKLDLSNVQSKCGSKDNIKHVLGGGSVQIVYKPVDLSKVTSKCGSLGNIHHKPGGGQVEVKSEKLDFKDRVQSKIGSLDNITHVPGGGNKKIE
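In this qHTS, human K18 P301L tau is incubated with compound and heparin for 6 hr at 37 C, and Thioflavin T fluorescence then reports fibril load.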
KDM4E inh: blocks human JMJD2E demethylase activity. B2RXH2. JMJD2E catalytic domain, FDH-coupled NADH fluorescence (FDH is formaldehyde dehydrogenase). Potency, µM (doses to about 57.1 µM), for inactives: at the top dose activity change, negative = inhibition, usual class: inhibitors. actives 1.6% (n = 230,000); active = well fitted inhibition curve with a large enough effect, not every such curve was filed as active; inconclusive = small, poorly fitted or top-dose-only effect, or another doubt; inactive = no such curve, though single readings can be large or run the other way;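 note: 0% = wells with enzyme and -100% = buffer wells without enzyme; nearly all actives have a fitted effect of over 50% in size; many of its hits are not listed in these tables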
Target sequence (B2RXH2 1-337 limits assumed): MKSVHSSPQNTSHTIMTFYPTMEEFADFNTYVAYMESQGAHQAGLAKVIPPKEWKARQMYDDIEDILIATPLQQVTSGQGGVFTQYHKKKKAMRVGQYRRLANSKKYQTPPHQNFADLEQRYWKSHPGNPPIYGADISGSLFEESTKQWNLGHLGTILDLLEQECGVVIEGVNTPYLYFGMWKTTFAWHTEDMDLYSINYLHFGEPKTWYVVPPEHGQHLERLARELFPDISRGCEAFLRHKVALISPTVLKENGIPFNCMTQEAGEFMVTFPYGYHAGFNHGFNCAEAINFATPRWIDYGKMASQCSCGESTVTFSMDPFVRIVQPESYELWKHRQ
Tau FP inhib: tau fibrillization inhibition (FP); P10636; K18 P301L tau heparin fibrillization, Alexa594 FP, 6 h; Potency, µM (titrated, usually from 57.7 µM), for the others: at the top dose activity, negative = inhibition, usual class: inhibitors; actives 0.39% (n = 280,000); AID 1468; note: % is set by controls: 0 for no effect and ±100 for the full control effect; nearly all actives have a fitted effect of over 55% in size
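Recombinant K18 P301L […], labeled with Alexa 594 at 0.24 uM over 15 uM unlabeled; heparin inducer 20 uM final; 37 C, 6 hr; FP endpoint.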
Tau fluor cs: counter-screen for tau fibril formation inhibitors; Potency, µM (titrated, usually from 57.7 µM), inactives show at the top dose activity change, negative = decrease; actives 0.93% (n = 280,000); tau K18 P301L Alexa594 fluorescence, heparin fibrillization; AID 1463; note: % is set by controls: 0 for no effect and ±100 for the full control effect; nearly all actives have a fitted effect of over 55% in size
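Human tau K18 P301L (15 uM unlabeled, 0.24 uM Alexa 594-labeled) in 100 mM sodium acetate pH 7 with 20 uM heparin, 6 hr at 37 C. ThT 30 uM added, 1 hr ambient; Alexa 594 FP and total fluorescence read at 555/632 nm.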
HTT aggregate: reduces HttQ103-GFP aggregates in PC12 cells. PC12 HttQ103-GFP aggregates, Acumen cytometry, 40 h. Potency, µM (series often up to 46.1 µM), inactives show top-dose activity change, negative = inhibition, hits mostly inhibitors. actives 1.1% (n = 220,000); note: % is set by controls: 0 for no effect and ±100 for the full control effect; nearly all actives have a fitted effect of over 60% in size
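Quantitative HTS on tebufenozide-induced (100 nM) PC12 cells stably expressing polyQ103 Huntingtin exon 1–GFP. Reduction of bright GFP aggregates, detected by laser scanning cytometry after lysis, identified actives across the titration.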
SMN2 splice enh: enhancers of SMN2 splice variant expression; HEK293 SMN2-luciferase splicing reporter, luminescence, 30-36 h; Potency, µM (series often up to 46.1 µM), without a hit: top-dose activity change, positive = activation, actives largely listed as activators; actives 2.8% (n = 210,000); AID 1458; note: % of control where 0% means no effect; nearly all actives have a fitted effect of over 55% in size
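qHTS luciferase splicing reporter: luminescence rises when SMN2 exon 7 is included in transfected HEK293 cells. Compound exposure lasted 30-36 h at 37C, with 4.5 mM final sodium butyrate as control, followed by a ONE-Glo read.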
HTT ATP protect: Huntington cell model cytoprotection by ATP luminescence; PC12 HTT-Q103 induced, cytoprotection, ATP luminescence, 40 h; Potency, µM (top dose mostly 56.4 µM), for the others: cytoprotection (ATP increase), usual class: activators; actives 0.14% (n = 230,000);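 note: % of control where 0% means no effect; nearly all actives have a fitted effect of over 45% in size; toxic huntingtin expression switched on by the ecdysone agonist tebufenozide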
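Readout: ATPlite luminescence (ATP level). Model: stable PC12, inducible Htt exon1 Q103-GFP. Inducer: tebufenozide, 100 nM final. Compounds: dose series. No G418 in medium.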
* = called active by the depositor; ? = inconclusive; · = not tested or not shown; & = joins results of further samples; [ ] = remark or other dose. Unless noted, calls come from the whole dose curve; as a rule, active = well fitted curve in the direction sought with a large enough effect; inconclusive = small, poorly fitted or top-dose-only effect, or another doubt; inactive = no such curve, though single readings can be large; an effect the other way counts as inactive or inconclusive. Potency is the fitted concentration of half-maximal effect. An excerpt; count on the stated rates, not on these rows.

no.	SMILES	ALDH1A1 block	Tau fibril ThT	KDM4E inh	Tau FP inhib	Tau fluor cs	HTT aggregate	SMN2 splice enh	HTT ATP protect
1	COc1ccccc1CNC(=O)COC(=O)Cc1ccsc1	-5.0%	-4.6%	-6.0%	-2.0%	-1.9%	-3.0%	7.0%	-25.5%
2	COc1cnc(-c2ccccn2)nc1Sc1c(Cl)cccc1Cl	1.6%	-13.7%	-0.6%	-2.5%	-15.6%	-4.9%	-31.9%[inhibitor]	-32.6%
3	S=c1[nH]nc(C23CC4CC(CC(C4)C2)C3)n1Cc1ccco1	?	-4.9%	-0.5%	2.7%	-0.7%	10.2%	-21.3%	-8.7%
4	Cc1ccn2cc(CCNC(=O)COc3ccccc3)nc2c1	·	-1.1%	?	9.5%	0.2%	-7.5%[9.22 µM]	·	16.5%[10 µM]
5	CC(SCc1ccccc1)C(=O)NC1CCCC1 (stereo unspecified)	13.3%	-14.5%	2.2%	-9.2%	-5.5%	-8.0%	?	4.3%[0.074 µM]
6	COc1ccccc1NC(=O)c1[nH]c(C)c(C(C)=O)c1C	0.9%	?	-3.0%	-1.7%	3.6%	9.4%	23.6%	-6.2%[10 µM]
7	COc1ccc(NC(=O)N2CCCC(CCC(=O)N(C)CCc3ccccn3)C2)cc1 (stereo unspecified)	?	8.9%	-4.0%	-0.8%	6.3%	33.0%[9.22 µM]	-5.6%	7.1%[10 µM]
8	Cc1cc(NC(=O)c2ccco2)ccc1-n1cnnn1	-6.6%	-9.3%	0.9%	-1.6%	-1.3%	-9.5%	6.9%	-34.4%
9	CC1=CC(=NOC(=O)c2cccc([N+](=O)[O-])c2)C=C(C)C1=O	?	?	4.8%	-1.1%	?	?	?	-53.5%[inhibitor]
10	COc1ccccc1C(=O)NCC(=O)N/N=C/c1cc(Br)ccc1OC(=O)/C=C\c1ccco1	-12.3%	?	-23.1%	-11.6%	-29.8%	1.6%	-9.8%	·
11	O=C(COC(=O)c1cc(-c2cccs2)nc2ccccc12)c1ccc(Br)cc1	·	-0.7%	·	?	-7.4%	·	-0.9%	·
12	CCCCNC(=O)c1cc(-c2ccc(Cl)c(Cl)c2)on1	·	-1.5%	·	-3.0%	-7.6%	·	3.1%	·

Four of the compounds above, as labelled records:
#8 Cc1cc(NC(=O)c2ccco2)ccc1-n1cnnn1
- ALDH1A1 block: -6.6%
- Tau fibril ThT: -9.3%
- KDM4E inh: 0.9%
- Tau FP inhib: -1.6%
- Tau fluor cs: -1.3%
- HTT aggregate: -9.5%
- SMN2 splice enh: 6.9%
- HTT ATP protect: -34.4%
#9 CC1=CC(=NOC(=O)c2cccc([N+](=O)[O-])c2)C=C(C)C1=O
- ALDH1A1 block: ?
- Tau fibril ThT: ?
- KDM4E inh: 4.8%
- Tau FP inhib: -1.1%
- Tau fluor cs: ?
- HTT aggregate: ?
- SMN2 splice enh: ?
- HTT ATP protect: -53.5%[inhibitor]
#10 COc1ccccc1C(=O)NCC(=O)N/N=C/c1cc(Br)ccc1OC(=O)/C=C\c1ccco1
- ALDH1A1 block: -12.3%
- Tau fibril ThT: ?
- KDM4E inh: -23.1%
- Tau FP inhib: -11.6%
- Tau fluor cs: -29.8%
- HTT aggregate: 1.6%
- SMN2 splice enh: -9.8%
- HTT ATP protect: ·
#11 O=C(COC(=O)c1cc(-c2cccs2)nc2ccccc12)c1ccc(Br)cc1
- ALDH1A1 block: ·
- Tau fibril ThT: -0.7%
- KDM4E inh: ·
- Tau FP inhib: ?
- Tau fluor cs: -7.4%
- HTT aggregate: ·
- SMN2 splice enh: -0.9%
- HTT ATP protect: ·

(next part)
no.	SMILES	ALDH1A1 block	Tau fibril ThT	KDM4E inh	Tau FP inhib	Tau fluor cs	HTT aggregate	SMN2 splice enh	HTT ATP protect
13	Cc1ccc2nc(NC(=O)CNS(=O)(=O)c3ccc(Br)s3)sc2c1	0.6%	-10.0%	6.8%	?	?	-14.4%	-9.1%	7.4%
14	Cc1ccc(C2C(C(=O)c3ccco3)=C(O)C(=O)N2c2nnc(C)s2)cc1 (stereo unspecified)	1.6%	?	-0.4%	-7.9%	-4.6%	-1.1%	-2.5%	-26.5%
15	CCOc1ccc(NC(=O)C(=O)N/N=C/c2ccccc2F)cc1	2.4%	-7.0%	0.8%	1.0%	3.3%	17.0%	19.0%	-19.0%
16	Cc1[nH]c2ccccc2c1CCCO	-3.9%	6.5%	?	2.9%	2.0%	4.4%[9.22 µM]	·	17.8%[10 µM]
17	Cc1ccc(NC(=S)N(CCN(C)C)C(C)c2ccco2)cc1C (stereo unspecified)	-5.6%	2.9%	7.1%	-3.3%	-2.7%	5.8%	4.1%[1.84 µM]	8.1%[10 µM]
18	CCOC(=O)C1CN(C(C)(C)C)C(=O)C1=O (stereo unspecified)	3.9%	11.4%	2.3%	?	-5.5%	-4.2%	17.2%	8.6%[10 µM]
19	CN(c1ccccc1C(=O)NCc1ccco1)S(C)(=O)=O	2.7%	-16.0%	8.7%	4.4%	-1.1%	-17.5%	-1.9%	1.3%
20	CC1CCC(NC(=O)COc2ccc(C(=O)c3ccccc3)cc2)CC1 (stereo unspecified)	-19.5%	7.4%	-1.9%	1.5%	1.5%	-18.7%	-73.9%[inhibitor]	7.0%[10 µM]
21	CCCC(=O)NCCc1c2n(c3ccc(OC)cc13)CCCc1ccccc1-2	?	-11.9%	?	6.6%	-22.7%	·	-19.1%	-17.7%[1.9 µM]
22	CCOc1ccc(-n2c(C)c(C(C)=O)c3cc(OCC(N)=O)ccc32)cc1	-5.7%	10.7%	-2.0%	3.0%	7.9%	16.6%[9.22 µM]	·	15.0%[10 µM]
23	O=C(N/N=C/c1ccc2c(c1)OCO2)c1sc2cccc(Cl)c2c1Cl	?	?	-3.2%	-16.8%	-21.1%	9.4%	-3.4%	6.4%[10 µM]
24	CCCCSc1nc(O)c(C2OC(=O)c3c2ccc(OC)c3OC)c(=O)n1C (stereo unspecified)	-3.4%	?	1.8%	-12.9%	-5.9%	?	-15.3%	-2.0%
25	CC(C)(Oc1ccc(Cl)cc1)C(=O)NCc1ccco1	12.6µM*	?	-1.9%	-3.5%	-7.0%	?	?	-5.8%
26	CCCCCCCC(=O)O	13.7%	·	·	·	·	4.3%	0.3%&-4.6%	-19.4%&-8.4%
27	Cc1cc(Cl)ccc1OCCCC(=O)N1CCOCC1	-6.8%	-10.8%	3.0%	0.0%	0.4%	-6.3%	-11.2%	-9.6%
28	C/C=C(/C)C(=O)Nc1cccc(C2=NOC3(C2)C[C@@H](C(N)=O)N(C(=O)C2(C)CC2)C3)c1 (stereo partly specified)	·	3.8%	9.9%	-6.5%	4.0%	-1.2%[9.22 µM]	·	-11.4%[10 µM]
29	COc1cccc(N(C(=O)Cn2nnc(-c3cccs3)n2)C(C(=O)NC2CCCCC2)c2ccncc2)c1 (stereo unspecified)	18.8%	9.5%	7.7%	-2.1%	7.1%	7.3%	29.7%	6.1%
30	CCCCC1=CC2=C(c3ccco3)C(=O)C(C)(OC(=O)c3ccc(OC)cc3)C(=O)C2=CN1CCCCO (stereo unspecified)	?	?	-4.1%[11.4 µM]	-3.5%[11.6 µM]	-13.2%[11.6 µM]	-26.3%[9.22 µM]	-6.8%[9.22 µM]	-3.0%&0.5%[10 µM]
31	CCN(CC)c1cc(C)c2cc(NC(=O)c3cccc(F)c3)ccc2n1	·	?	·	16.1%	31.6µM*[quencher]	·	-18.1%	·
32	CN(C)/C=C/C(=O)c1cnc(-c2ccc(Cl)cc2)s1	?	?	-2.2%	?	-10.4%	4.5%	10µM*	-47.5%[inhibitor]
33	CCOC(=O)c1[nH]c2ccccc2c1NC(=O)c1ccc(S(=O)(=O)N2CCCCC2)cc1	15.4%	-4.8%	-7.3%	-4.8%	?	-7.3%	-17.1%	·
34	S=C(NN=C1CCCCCC1)Nc1ccc(Cl)cc1	?	?	-5.0%	16.0%	-21.1%	-9.6%	2.6%	-3.0%
35	Cc1cccc(OCCCn2c(=O)sc3ccccc32)c1	-1.3%	-19.0%	-2.5%	0.4%	-10.9%	3.3%	-5.3%	-11.6%
36	CCOC(=O)c1cnc(SCC(=O)Nc2cc(C(F)(F)F)ccc2N2CCOCC2)nc1N	-2.5%	0.7%	-0.3%	-5.6%	-6.3%	4.7%	6.5%	-6.1%

Overlap with the part before: three compounds, then new ones.
no.	SMILES	ALDH1A1 block	Tau fibril ThT	KDM4E inh	Tau FP inhib	Tau fluor cs	HTT aggregate	SMN2 splice enh	HTT ATP protect
34	S=C(NN=C1CCCCCC1)Nc1ccc(Cl)cc1	?	?	-5.0%	16.0%	-21.1%	-9.6%	2.6%	-3.0%
35	Cc1cccc(OCCCn2c(=O)sc3ccccc32)c1	-1.3%	-19.0%	-2.5%	0.4%	-10.9%	3.3%	-5.3%	-11.6%
36	CCOC(=O)c1cnc(SCC(=O)Nc2cc(C(F)(F)F)ccc2N2CCOCC2)nc1N	-2.5%	0.7%	-0.3%	-5.6%	-6.3%	4.7%	6.5%	-6.1%
37	O=C(Nc1nccs1)c1ccc(N2C(=O)[C@@H]3[C@H](C2=O)[C@H]2C=C[C@@H]3C2)cc1	·	0.7%	5.7%	-1.8%	1.2%	-22.8%[9.22 µM]	·	-6.8%[10 µM]
38	CC(=O)c1ccc(NC(=O)C2CCC(C)NC2=O)cc1 (stereo unspecified)	5.2%	4.8%	-2.0%	5.0%	2.8%	10.2%	21.2%	3.4%
39	CCOC(=O)Cn1cc(C#N)c2ccccc21	-4.8%	-6.0%	10.1%	?	-11.7%	6.8%[9.22 µM]	·	34.5%[10 µM]
40	CCOC(=O)c1c(C)n(C)c2ccc(OC(=O)c3ccc([N+](=O)[O-])cc3)cc12	1.4%	-4.7%	-2.0%	-12.1%	-24.6%	-11.4%	-28.4%	9.4%[10 µM]
41	CC1(C(=O)NC2CCCCC2)CCC(=O)N1Cc1cccs1 (stereo unspecified)	3.0%	-5.1%	6.0%	-2.6%	0.6%	-5.9%	20.8%	11.3%[10 µM]
42	CCCCC(=O)NC(=S)Nc1cccc(Cl)c1N1CCCCC1	?	-2.9%	-8.6%	-6.2%	-18.6%	18.2%	-16.0%	25.8%[1.9 µM]
43	COc1ccc(-c2nn(C)c(=O)c3ccccc23)cc1NS(C)(=O)=O	-5.1%	?	-2.9%	-2.6%	-10.3%	16.0%	·	-21.6%
